NOD1 inhibition: inhibition of NOD1-driven NF-kB reporter – cell-based, luminescence, uHTS, primary screen (AID 1578) | NOD1-driven NF-kB luciferase reporter cells, luminescence; higher % means a stronger effect | one-dose inhibition, % at 4 µM; EC50 in µM for titrated hits | 290,000 tested, 1% active; in the data active = inhibition mostly above about 36%, no sharp cut-off; inactive = mostly below about 34%;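 note: HEK-293T reporter cells stimulated with the NOD1 agonist gamma-tri-DAP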
SIAH1 antagonists: Siah-1 peptide-binding antagonists, primary screen, biochemical, fluorescence polarization, rhodamine-plectin, uHTS (AID 1817); 290,000 tested, 0.02% active; displacement, % at 20 µM, or IC50 in µM where a hit was titrated; Siah-1 / rhodamine-plectin peptide fluorescence polarization; higher % means a stronger effect;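 active = displacement of at least 50% at 20 µM, with a fluorescence ratio check between 0.3 and a set limit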;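 note: plate controls were Siah plus tracer with DMSO for no effect and tracer alone without Siah for full effect; strong numbers were not always called active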
KOR beta-arrestin-1: kappa opioid receptor blockers – cell-based, luminescence, uHTS (AID 1778); KOR beta-arrestin recruitment, luminescence, antagonist mode; higher % means a stronger effect; one-dose inhibition, % at 10 µM; IC50 in µM for titrated hits; 290,000 tested, 0.091% active; note: strong numbers were not always called active
HEK293 NOD2/NF-kB: NOD2 signaling inhibitors, cell-based, luminescence, uHTS, HEK293 (AID 1566); HEK293 NOD2/NF-kB luciferase reporter, luminescence; higher % means a stronger effect; inhibition, % at 4 µM, or EC50 in µM where a hit was titrated; 290,000 tested, 0.63% active; note: many of its hits are not listed in these tables
PhoP inhibition: inhibitors of PhoP regulon expression, primary screen, Salmonella Typhimurium, GFP reporter (AID 1863); 300,000 tested, 0.16% active; one-dose inhibition, % at 50 µM; IC50 in µM for titrated hits; S. Typhimurium PhoP-regulated promoter GFP reporter, 4 h; higher % means a stronger effect;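 active = inhibition over 29.93%, a cutoff 3 SD above the screen mean, later confirmed by dose response; inconclusive = inhibition over 29.93% but no dose response follow-up; inactive = inhibition at most 29.93% or unconfirmed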;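 note: 0% = low Mg2+ inducing control and 100% = high Mg2+ repressing control; strong numbers were not always called active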
KOR beta-arrestin-2: kappa opioid receptor activators – cell-based, luminescence, uHTS, primary screen (AID 1777); KOR beta-arrestin recruitment, luminescence; higher % means a stronger effect; 280,000 tested, 0.02% active; activation, % at 10 µM; hits with a dose series show EC50 in µM; in the data active = activation above about 50%, passing the limit was not always enough; note: a part of the inactive calls stands beside numbers as strong as those of hits
LYP phosphatase: PTPN22 lymphoid phosphatase activity blockers – biochemical, fluorescence intensity, uHTS (AID 1779); 290,000 tested, 0.054% active; inhibition, % at 11.5 µM; hits with a dose series show IC50 in µM; recombinant LYP phosphatase, fluorescence intensity; higher % means a stronger effect;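 note: plate controls were vehicle with enzyme for no effect and no enzyme for full effect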
HIV fusion peptide: inhibitors of HIV fusion peptide binding, primary screen, biochemical, uHTS, fluorescence dequenching (AID 1986) | cell-free peptide binding, fluorescence dequenching, 30 min; higher % means a stronger effect | inhibition, % at 20 µM; hits with a dose series show IC50 in µM | 290,000 tested, 0.3% active; in the data active = inhibition mostly above about 52%, no sharp cut-off; inactive = mostly below about 76%; note: some results filed as inactive read as strong as hits
Myeloid diff 2: promotes myeloid progenitor differentiation | ER-HoxA9 myeloid progenitors, lysozyme-GFP differentiation, flow cytometry | calls only at 10 µM | 360,000 tested, 1% active | AID 624256;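 active = normalized GFP-positive differentiation at or above the plate's own cutoff, the solvent-only control mean plus 3 SD; inconclusive = no clear call, values can overlap the other calls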;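 note: cells exposed to compound for four days before flow analysis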
Myeloid diff 2 GFP+ MAC1+ %: second read-out of Myeloid diff 2, no call of its own (marks repeat the call); GFP+ MAC1+ double positive, %; measured here: differentiation confirmed by MAC1 staining
* marks the source's active call; other numbers are inactive results; i = inactive; ? = inconclusive; · = not tested or not shown; [ ] = remark or other dose. Cut-off read from the data, not from the text of the source, unless noted: active = inhibition above about 50%; inactive = the rest.

No.	canonical_smiles	NOD1 inhibition	SIAH1 antagonists	KOR beta-arrestin-1	HEK293 NOD2/NF-kB	PhoP inhibition
1	CCOc1cc(-c2c(C#N)c(=O)[nH]c3c2c(C)nn3-c2ccc(F)cc2)ccc1O	-2%	-7%	-31%	5%	10%
2	COc1ccc(-c2cn3cccnc3n2)cc1NC(=O)c1ccc(Br)o1	·	-3%	16%	16%	12%
3	CCC(=O)NNC(=S)NC(=O)c1ccc(C)cc1	-23%	0%	-6%[20 µM]	1%	·
4	O=C(CNC(=O)C1COc2ccccc2O1)N/N=C\c1ccc(Cl)cc1 (stereo not given)	1%	-3%	35%	16%	6%
5	COc1cc(Cn2c(=O)oc3ccc(C)cc32)ccc1OC(C)C	13%	-1%	0%	11%	3%
6	CCOC(=O)n1c(=O)n(C)c2ccc(Br)cc21	-45%	14%	-10%	-2%	-5%
7	O=C(Cn1c(=O)n(Cc2ccco2)c(=O)c2c3c(sc21)CCCCC3)Nc1ccccc1	-3%	2%	-54%	8%	-1%
8	O=C(CSc1nc2ccccc2c(=O)n1CCC(=O)N1CCN(c2ccccc2)CC1)NCC1CCCO1 (stereo not given)	-16%	3%	20%	-2%	2%
9	COCCn1c(SC(C(=O)Nc2cc(C)ccc2OC)c2ccccc2)nnc1-c1ccc(Cl)cc1 (stereo not given)	-16%	4%	29%	8%	-15%
10	COc1ccccc1NCC(=O)N/N=C/c1cccnc1	-20%	-4%	-41%	8%	3%
11	O=S(=O)(c1ccc(Br)s1)n1cccn1	-11%	2%	2%	-13%	3%
12	O=C(CN(c1ccccc1)S(=O)(=O)c1ccccc1)N/N=C/c1ccco1	-21%	5%	19%	-4%	4%
13	CCOc1ccccc1NS(=O)(=O)c1cccc2nsnc12	-9%	3%	7%	15%	12%
14	Clc1ccccc1CSc1nnc([C@@H]2CCCN2)o1	4%	3%	-1%	-3%	-5%
15	CCN(CC)S(=O)(=O)c1ccc(NC(=O)CSc2cccc[n+]2[O-])cc1	-22%	-4%	-18%	-18%	16%

No.	KOR beta-arrestin-2	LYP phosphatase	HIV fusion peptide	Myeloid diff 2	Myeloid diff 2 GFP+ MAC1+ %
1	-3.4%	-3%	30%	i	0.9
2	-5.0%	-8%	-2.3%	i	0.4
3	·	0%	1.0%	i	0.4
4	0.7%	0%	0.4%	i	0.8
5	8.6%	-5%	1.6%	i	0.8
6	-2.1%	-1%	-1.2%	i	0.1
7	3.3%	2%	0.6%	i	3.6
8	-5.7%	-4%	1.4%	i	0.9
9	-0.2%	-1%	0.7%	i	0.2
10	2.3%	-9%	-1.9%	i	1.5
11	-3.0%	-5%	-2.4%	i	0.5
12	-1.0%	1%	11%	i	0.8
13	-6.3%	-5%	-3.2%	i	1.2
14	2.2%	-8%	3.0%	i	0.4
15	0.5%	-4%	0.1%	i	4.6

No.	canonical_smiles	NOD1 inhibition	SIAH1 antagonists	KOR beta-arrestin-1	HEK293 NOD2/NF-kB	PhoP inhibition
16	C/C(=N\NC(=O)c1cc(-c2ccc(C)s2)[nH]n1)c1ccco1	-10%	0%	12%	-18%	-5%
17	CN(C)CCCN1CC(C(=O)O)CC1=O (stereo not given)	1%	-3%	-16%	-1%	5%
18	COc1ccc(CNc2nc3ccccc3n2C(C)C)cc1	-68%	6%	-30%[20 µM]	8%	-5%
19	COc1ccc(/C=C/C(=O)NC(=S)Nc2ccc(S(N)(=O)=O)cc2)cc1OC	-6%	-2%	-18%[20 µM]	8%	11%
20	CCOCCCNC(=S)N1CCCN(c2nc3cc(C)c(C)cc3cc2C#N)CC1	-19%	-5%	-19%[20 µM]	-259%	-4%
21	CCC(C)N1CC(=O)N2C(c3ccc(OC)cc3OC)c3[nH]c4ccccc4c3C[C@H]2C1=O (stereo not given in full)	-4%	-3%	-30%	-6%	7%
22	Cc1cccc2c1N(CCOc1ccc(C(C)(C)C)cc1)C(=O)C2=O	-9%	-4%	-77%	14%	-6%
23	O=C(ONC1=NCCCCC1)c1cccc([N+](=O)[O-])c1	2%	6%	11%	-8%	-5%
24	CNc1nc(N)c([N+](=O)[O-])c(NCCO)n1	-23%	-4%	-17%	6%	-4%
25	COc1ccc(C(=O)OCC(=O)N(C)C2CCS(=O)(=O)C2)cc1S(=O)(=O)N1CCCc2ccccc21 (stereo not given)	-17%	-4%	10%	20%	-6%
26	C=CCN1C(=O)C2(OCCCO2)c2cccc(Cl)c21	-30%	14%	-26%[20 µM]	4%	2%
27	CCOC(=O)N1CCN(C(=O)CCS(=O)(=O)c2ccc3c(c2)CCN3C(=O)CC)CC1	-16%	-6%	-27%	1%	8%
28	CCN1CCN(c2ccc(NC(=O)CCc3c(C)nc4c(-c5ccc(F)cc5)c(C)nn4c3C)cc2)CC1	-7%	-3%	-37%	17%	-7%
29	O=C(C(=O)N1CCN(c2ccc(F)cc2)CC1)c1c[nH]c2ccccc12	-33%	-2%	-7%	9%	-5%
30	CCN(CC)CCCNC(=O)c1ccc2c(=O)n(Cc3ccc4c(c3)OCO4)c(=S)[nH]c2c1	-17%	-1%	13%	3%	0%

No.	KOR beta-arrestin-2	LYP phosphatase	HIV fusion peptide	Myeloid diff 2	Myeloid diff 2 GFP+ MAC1+ %
16	1.3%	-3%	-2.5%	i	0.5
17	7.2%	-5%	0.3%	i	0.9
18	-3.2%	1%	-1.0%	i	0.5
19	-5.8%	-12%	-0.3%	i	0.3
20	·	-13%	2.7%	i	0.6
21	1.2%	-1%	0.6%	i	0.7
22	3.6%	9%	3.0%	?	·
23	-0.6%	-5%	2.6%	i	0.6
24	6.1%	0%	0.0%	i	0.7
25	-1.7%	-8%	-0.3%	i	0.1
26	-4.3%	-2%	-0.5%	i	0.3
27	3.4%	-7%	-1.4%	i	2.1
28	7.9%	-7%	-1.2%	i	0.4
29	-0.7%	2%	-0.5%	i	0.4
30	-5.3%	-1%	-3.7%	i	0.3

Brought forward from above: 4 compounds, then new ones.
No.	canonical_smiles	NOD1 inhibition	SIAH1 antagonists	KOR beta-arrestin-1	HEK293 NOD2/NF-kB	PhoP inhibition
27	CCOC(=O)N1CCN(C(=O)CCS(=O)(=O)c2ccc3c(c2)CCN3C(=O)CC)CC1	-16%	-6%	-27%	1%	8%
28	CCN1CCN(c2ccc(NC(=O)CCc3c(C)nc4c(-c5ccc(F)cc5)c(C)nn4c3C)cc2)CC1	-7%	-3%	-37%	17%	-7%
29	O=C(C(=O)N1CCN(c2ccc(F)cc2)CC1)c1c[nH]c2ccccc12	-33%	-2%	-7%	9%	-5%
30	CCN(CC)CCCNC(=O)c1ccc2c(=O)n(Cc3ccc4c(c3)OCO4)c(=S)[nH]c2c1	-17%	-1%	13%	3%	0%
31	CC(=O)Nc1ccc2c(c1)NC(=O)CC2	-22%	3%	3%	13%	-4%
32	CC(NC(=O)C(NS(=O)(=O)c1cccc2nsnc12)C(C)C)c1ccccc1 (stereo not given)	-18%	16%	-29%[20 µM]	12%	·
33	CC1CCCCN1S(=O)(=O)c1csc(C(N)=O)c1 (stereo not given)	-15%	5%	4%	15%	-8%
34	CC(C)c1nc(CNC(=O)CC2C(=O)NCCN2Cc2ccoc2)cs1 (stereo not given)	-48%	7%	-20%	-21%	-5%
35	FC(F)Oc1ccc(NC(=S)NNc2ccnc3cc(Cl)ccc23)cc1	-4%	6%	-6%	12%	-9%
36	O=C1CC(C(=O)N2CCOCC2)C2(CCCC2)O1 (stereo not given)	6%	-6%	21%	9%	-6%
37	CCOC(=O)C1=C(c2ccccc2)NC(=O)N(C(C)=O)C1c1cccc([N+](=O)[O-])c1 (stereo not given)	-36%	9%	-74%	12%	7%
38	CC1CCN(C(=O)C(=O)c2cn(CC(=O)N3CCCC3)c3ccccc23)CC1	-22%	2%	-30%	11%	-4%
39	Cc1nnc(-c2cnn(C)c2N)n1Cc1ccc(Cl)cc1	-13%	0%	-5%	4%	6%
40	CCn1c(SCC(=O)N2CCN(c3ccccc3F)CC2)nnc1-c1ccoc1C	13%	3%	-20%	15%	-7%
41	CC1CC(C)CN(S(=O)(=O)c2ccc(NC(=O)CN3C(=O)NC(C)(c4ccccc4)C3=O)cc2)C1 (stereo not given)	-16%	3%	-18%	3%	-2%
42	O=C(Oc1cccc(-n2cnnn2)c1)c1sc2ccccc2c1Cl	6%	-2%	-15%	6%	-8%
43	O=[N+]([O-])c1ccc(/C=N/Nc2nc(N3CCCCC3)nc(N3CCCCC3)n2)cc1	-11%	-3%	-5%	-40%	1%
44	CCN(CC)S(=O)(=O)c1cccc(-c2nnc(-c3ccc(C)cc3)o2)c1	8%	8%	-4%	11%	-1%
45	CS/C(=N\S(=O)(=O)c1cccs1)Nc1ccc(Cl)cc1	-24%	6%	-16%	10%	-6%
46	CCOc1ccc(NC(=O)CN2CCc3ccccc3C2)cc1	-8%	-2%	3%	1%	7%
47	CSc1nc(C)cc(Oc2ccc(OCCOc3ccccc3)nn2)n1	-10%	1%	6%	-15%	8%

No.	KOR beta-arrestin-2	LYP phosphatase	HIV fusion peptide	Myeloid diff 2	Myeloid diff 2 GFP+ MAC1+ %
27	3.4%	-7%	-1.4%	i	2.1
28	7.9%	-7%	-1.2%	i	0.4
29	-0.7%	2%	-0.5%	i	0.4
30	-5.3%	-1%	-3.7%	i	0.3
31	-2.0%	2%	1.1%	i	0.2
32	-2.7%	-9%	1.2%	i	2.3
33	4.1%	-10%	2.0%	i	2.2
34	-3.5%	-8%	-0.5%	i	0.7
35	-0.5%	-5%	-0.8%	i	1.5
36	-1.8%	-5%	-0.6%	i	0.4
37	-2.0%	3%	-1.4%	i	0.3
38	0.8%	0%	0.8%	i	0.9
39	-3.2%	-9%	19%	i	0.7
40	0.8%	-2%	-1.2%	i	0.8
41	1.5%	-3%	3.4%	i	1.3
42	0.3%	-8%	-1.4%	i	1.1
43	2.9%	5%	-1.3%	i	0.0
44	7.3%	-1%	6.3%	i	0.7
45	5.2%	-5%	2.9%	i	0.6
46	-4.8%	-10%	-1.1%	i	0.8
47	3.9%	-8%	-1.7%	i	0.9

Compound activity (PubChem)

A portion of the library (hit frequency here may not be typical).
